# esBAF inh = Bmi1 luciferase reporter increase in mESCs, primary screen, esBAF inhibitor project, mouse ES cells, Bmi1 luciferase knock-in, single point; actives 2% (n = 350,000); 24 h; 100% = twice the neutral-well signal; reporter increase, % at 12.5 µM; in the data active = activation above about 40%;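 note: 0% = median of the plate's neutral control wells and 100% = double that signal; a rise in the Bmi1 reporter signal indicates esBAF inhibition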
# ARNT-TACC3 inh = disruptors of ARNT/TACC3 protein interaction, primary screen, biochemical, AlphaScreen, single concentration; Transforming acidic coiled-coil-containing protein 3 (Homo sapiens), Q9Y6A5; AlphaScreen His-ARNT PAS-B/GST-TACC3 binding, luminescence; TACC3 fragment carries E629A point mutation; inhibition, % at 9.99 µM; actives 0.66% (n = 390,000); AID 623870, 2012;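 active = mean inhibition of replicates at least 50% and at least half of replicates each reaching 50%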;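 note: 0% = complete ARNT plus TACC3 wells and 100% = ARNT alone without TACC3; many hits fall short of the cut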
# Xi reactivation = activators of inactive X chromosome reactivation, primary screen, imaging, XiGFP fibroblasts, GFP high-content imaging, set 2. AID 743238, 2013. activation, % at 7.58 µM. XiGFP mouse fibroblasts, % GFP-positive cells imaging, 3 d; cells co-treated with 5-aza-dC sensitizer; scaled so ellipticine positive control = 100%. actives 0.055% (n = 360,000);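 active = mean normalized replicate activation at least 10% and every replicate at or above 10%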;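 note: 0% = median of on-plate neutral control wells and 100% = ellipticine 6 µM median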
#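 System: 68-5-11 XiGFP fibroblast line; Timing: 3 days compound exposure; Compound dosing: one concentration, pinned; Benchmarks: positive control ellipticine, 6 µM final; Buffer or medium: DMEM containing 5-aza-dC.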
# INS-1E GSIS act = GLuc luminescence reporter in INS-1E cells, primary screen for activators of glucose-dependent secretion of insulin; AID 743287, 2014; activation, % at 16.6 µM; actives 0.61% (n = 370,000); INS-1E GLuc reporter insulin secretion, 2-3 h;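 active = lowest replicate activation of at least 40%, so every replicate reaches that level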;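 note: 0% = median of neutral control wells and 100% = median of IBMX positive control wells; some compounds called inactive have numbers as strong as hits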
# F508del corr = F508del CFTR correction, initial screen, CFBE line, single point; CFBE cells, YFP halide quenching; stimulated with forskolin plus potentiator P3; % fluorescence drop versus neutral controls; activity (quench increase), % at 7.58 µM; actives 0.36% (n = 350,000);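 active = mean added fluorescence quench of at least 8% versus neutral control, with both replicates also reaching 8%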;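 note: cells transiently co-express mutant CFTR-F508del with the halide-sensitive YFP; corrector assay measuring rescue of mutant channel to the surface after 24 h compound exposure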
# RAD52 anneal inh = RAD52 DNA annealing inhibitors, primary screen, biochemical, FRET, single point, set 2; inhibition, % at 18.7 µM; actives 0.46% (n = 360,000); recombinant RAD52 DNA annealing, FRET fluorescence; DNA repair protein RAD52 homolog (Homo sapiens), P43351;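 active = every replicate showing at least 50% inhibition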
# RAD54 inh = inhibitors of human RAD54 branch migration, primary screen, biochemical, fluorescence, single point | actives 0.14% (n = 360,000) | RAD54 Holliday junction branch migration, FAM/BHQ fluorescence | DNA repair and recombination protein RAD54-like (Homo sapiens), Q92698 | AID 602329, 2012 | inhibition, % at 10.4 µM;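 active = mean normalized replicate activity at least 40 and at least half of replicates scoring 40 or more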;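 note: 0% = median of neutral control wells and 100% = median of positive control wells; inhibitors cause a drop in the FAM fluorescence signal; in these data hits start at about 50%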
# Target sequence (Q92698 whole entry, looked up): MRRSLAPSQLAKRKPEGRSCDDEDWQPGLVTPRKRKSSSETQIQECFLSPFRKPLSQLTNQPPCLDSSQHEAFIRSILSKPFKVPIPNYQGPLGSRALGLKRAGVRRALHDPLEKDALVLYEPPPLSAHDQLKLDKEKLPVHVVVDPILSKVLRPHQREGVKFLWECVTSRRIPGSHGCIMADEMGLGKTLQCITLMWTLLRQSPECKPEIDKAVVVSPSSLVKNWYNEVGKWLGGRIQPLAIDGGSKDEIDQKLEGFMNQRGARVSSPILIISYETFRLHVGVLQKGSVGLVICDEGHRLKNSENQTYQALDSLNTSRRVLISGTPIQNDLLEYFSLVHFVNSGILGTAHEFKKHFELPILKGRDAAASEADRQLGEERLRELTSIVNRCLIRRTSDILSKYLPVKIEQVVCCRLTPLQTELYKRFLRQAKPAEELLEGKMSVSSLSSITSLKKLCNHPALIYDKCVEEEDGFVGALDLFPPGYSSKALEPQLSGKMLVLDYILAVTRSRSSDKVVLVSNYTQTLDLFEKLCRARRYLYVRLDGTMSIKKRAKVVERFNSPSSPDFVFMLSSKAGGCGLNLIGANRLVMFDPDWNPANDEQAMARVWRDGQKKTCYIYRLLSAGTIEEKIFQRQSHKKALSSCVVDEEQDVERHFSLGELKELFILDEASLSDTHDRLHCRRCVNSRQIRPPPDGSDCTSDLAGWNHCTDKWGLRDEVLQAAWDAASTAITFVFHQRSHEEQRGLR
# ERAP1 HTS inh = human ERAP1 aminopeptidase inhibitors, primary screen, biochemical, single point, plate reader; recombinant ERAP1, Leu-AMC fluorescence, 60 min; inhibition, % at 10.7 µM; actives 0.15% (n = 340,000); Endoplasmic reticulum aminopeptidase 1 (Homo sapiens), Q9NZ08; AID 652197, 2013;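 active = mean replicate inhibition of at least 30%, or all replicates individually reaching that 30% level; inactive = mean below 30% and not every replicate reaching it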;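 note: 0% = neutral control wells and 100% = L-leucinethiol positive control wells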
# * = called active by the depositor; nt = not tested or not shown; & = joins results of further samples.
SMILES,esBAF inh,ARNT-TACC3 inh,Xi reactivation,INS-1E GSIS act,F508del corr,RAD52 anneal inh,RAD54 inh,ERAP1 HTS inh
O=C(O)CCC(=O)N1c2ccccc2NC2=C(C(=O)CC(c3ccc(F)cc3)C2)C1c1ccc([N+](=O)[O-])o1 (stereo unspecified),4,5,0.2,7,0.3,-8,-7,-6
O=C(C[C@H]1C=C[C@@H](NC(=O)C2CCOCC2)[C@@H](CO)O1)NCc1ccccc1Cl,nt,nt,0.0,7,0.2,2,nt,-1
Cc1ccc(S(=O)(=O)N2CCCCC2CCNC(=O)C(=O)NCc2ccco2)cc1 (stereo unspecified),-7,-2,0.1,-13,2.9,-1,-7,-2
CCOC(=O)c1nn(-c2ccccc2)c(=O)cc1OCC(=O)Nc1cccc(OC)c1,nt,7,0.0,4,-4.6,-6,-3,0
C[C@H](NC(=O)c1nc[nH]c1C(=O)N1CCc2ccccc2C1)C(=O)OCc1ccccc1,-6,-6,0.1,nt,-2.1,-3,-7,2
O=C(c1ccco1)N1CCN(S(=O)(=O)c2cc(Cl)ccc2Cl)CC1,-6,-3,-0.1,nt,nt,-19,-3,0
COc1ccc(S(=O)(=O)Nc2cccc3c2O[C@H](CN(C)C)[C@@H](C)CN([C@H](C)CO)C3=O)cc1,-1&2,-21,0.0&0.3,-5&-8,1.0&-0.5,18&-13,8&4,1&-10
Cc1ccc(S(=O)(=O)Nc2ccc3c(c2)C(=O)N([C@@H](C)CO)C[C@H](C)[C@@H](CN(C)C(=O)c2ccncc2)OCCCC[C@@H](C)O3)cc1,2,-13,0.0,-7,0.8,nt,-5,nt
COC(=O)c1cc(S(=O)(=O)N2CCC(C)CC2)cn1C,-5,-2,0.0,-2,2.9,-3,0,1
COc1ccc(S(=O)(=O)Nc2ccc3c(c2)C(=O)N([C@H](C)CO)C[C@@H](C)[C@@H](CN(C)Cc2ccc(-c4ccccc4)cc2)O3)cc1,-1,0,0.5,-9,4.5,-8,1,3
CC(NC(=O)Nc1ccc([N+](=O)[O-])cc1)C(c1cccs1)N1CCCC1 (stereo unspecified),nt,nt,0.2,-28,-3.4,-4,nt,-7
CNC(=S)NN(c1ccccc1)c1ccccc1,nt,-6,nt,12,0.1,-9,nt,2
Cc1ccccc1S(=O)(=O)N1CC[C@@H]2[C@@H](CO)Nc3ccc(-c4cccc(C#N)c4)cc3[C@@H]21,-6,0,0.1,8,-0.1,nt,-20,nt
CN(CCCN1CCOCC1)Cc1cn(C)nc1-c1ccccc1F,-2,0,0.0,nt,-0.8,-5,-12,-6
O=C(N[C@@H]1CC[C@H](CCn2cc(C3(O)CCCC3)nn2)O[C@H]1CO)C1CCOCC1,-7,1,0.0,1,0.8,3,2,-3
COc1cc(OC)c(OC)cc1/C=C/c1cc(C(F)(F)F)[nH]c(=O)n1,-2,-12,-0.1,4,-0.9,-100,-5,-4
COc1cc(/C=C/C(=O)OCC(=O)N2CCC(C)CC2)ccc1OCC#N,11,nt,0.1,11,-1.6,-5,7,4
N#CCCNS(=O)(=O)c1ccc(C(=O)OCC2CCCCC2)cc1,-2,0,0.0,-31,-0.6,-17,4,0
CCN(CC(N)=O)S(=O)(=O)c1ccc(F)cc1,-11,-7,0.0,12,-0.6,7,-1,-3
CC(=O)N1c2ccc(S(=O)(=O)N(C)c3cc(C)ccc3C)cc2CC1C (stereo unspecified),-2,-14,0.3,-24,3.3,-5,-1,0
CC1CN=C(N(C(=O)Nc2ccccc2)C(C)c2ccccc2)S1 (stereo unspecified),-4,-1,0.1,0,2.7,-1,-45,-2
O=C(CSc1nnc(CNC(=O)c2ccccc2)o1)c1ccc(Cl)cc1,nt,-7,0.0,-30,-0.9,-5,4,-2
Cc1ccc(S(=O)(=O)N(C)C[C@H]2Oc3ccc(NC(=O)NC4CCCCC4)cc3C(=O)N([C@@H](C)CO)C[C@H]2C)cc1,5,7,0.0,1,3.7,7,2,2
Cc1noc(C)c1S(=O)(=O)Nc1ccc2c(c1)CC(=O)N([C@H](C)CO)C[C@H](C)[C@H](CN(C)Cc1ccccc1)O2,2,20,0.1,0,1.7,11,-14,0

# Gathered by group, those above containing an NH in an aromatic ring
SMILES,esBAF inh,ARNT-TACC3 inh,Xi reactivation,INS-1E GSIS act,F508del corr,RAD52 anneal inh,RAD54 inh,ERAP1 HTS inh
C[C@H](NC(=O)c1nc[nH]c1C(=O)N1CCc2ccccc2C1)C(=O)OCc1ccccc1,-6,-6,0.1,nt,-2.1,-3,-7,2
COc1cc(OC)c(OC)cc1/C=C/c1cc(C(F)(F)F)[nH]c(=O)n1,-2,-12,-0.1,4,-0.9,-100,-5,-4

# Next section
SMILES,esBAF inh,ARNT-TACC3 inh,Xi reactivation,INS-1E GSIS act,F508del corr,RAD52 anneal inh,RAD54 inh,ERAP1 HTS inh
COc1ccc(S(=O)(=O)N(C)C[C@@H]2Oc3ccc(NC(=O)Cn4cnnn4)cc3C(=O)N([C@@H](C)CO)C[C@@H]2C)cc1,4,-5,-0.6,-1,-1.4,-4,-2,-4
CCN(CC)CCCNC(=O)c1cc2c(=O)[nH]c3ccc(C)cc3c2s1,-2,-21,0.1,nt,4.0,54*,51*,-1
CCOC(=O)NN=C1c2ccccc2-c2ccccc21,-6,4,0.0,24,0.9,-15,16,2
CCc1ccc(NC(=O)COC(=O)/C=C/c2c(C)nn(C3CCS(=O)(=O)C3)c2Cl)cc1 (stereo unspecified),nt,-4,0.0,2,1.1,-3,nt,-1
O=C(c1cccc(F)c1)N1CCCCN2[C@H](CO)[C@@H](c3ccc(-c4ccncc4)cc3)[C@H]2C1,nt,7,0.0,13,5.6,-7,6,-4
Cc1cccc(NC(=O)CN2CCN(C(=O)C(C)Oc3ccc(C#N)cc3)CC2)c1C (stereo unspecified),8,-6,0.0,2,-1.9,-5,1,-10
COc1cccc(C(=O)Nc2nnc(-c3ccc(OC)cc3OC)s2)c1,7,-4,0.1,9,-1.8,-17,1,3
CN1CCN(c2ccccc2NC(=O)Cc2ccc(Cl)cc2)CC1,-1,-8,nt,4,1.2,-7,4,1
COc1ccc(C2c3ccc(O)cc3Oc3ncn(Cc4ccco4)c(=N)c32)cc1OC (stereo unspecified),1,-1,0.3,0,0.7,-26,-7,-2
COc1ccccc1C(C)NCC(=O)NCC(=O)Nc1ccc(F)c(F)c1F (stereo unspecified),nt,-2,0.0,-13,-2.2,-12,nt,5
COCC(=O)NC[C@H]1N[C@H](CO)[C@@H]1c1ccc(C2=CCCCC2)cc1,-2,-7,0.3,-6,-4.6,-54,-1,nt
C[C@@H]1CN([C@@H](C)CO)C(=O)Cc2cc(NS(=O)(=O)c3cccs3)ccc2O[C@H]1CN(C)Cc1ccncc1,0,4,-0.2,-13,-0.6,nt,2,nt
COc1ccc(C2=NOC(C(=O)NO)C2)cc1OC1CCCC1 (stereo unspecified),nt,-11,nt,nt,0.4,10,-2,-1
CN1CCN(c2ccc3c(c2)OC[C@H](Cc2ccccc2)NS3(=O)=O)CC1,nt,nt,0.0,6,-0.3,-5,nt,nt
CN(C)S(=O)(=O)c1ccc(N2CCCC2)c(C(=O)Nc2ccc(C(N)=O)cc2)c1,3,0,0.1,4,-2.5,-2,nt,1
CCCn1c(C)cc(/C=C(\C#N)C(=O)OCC(=O)N(CC)c2c(N)n(Cc3ccccc3)c(=O)[nH]c2=O)c1C,5,nt,0.0,-6,4.6,-67,12,4
Cc1ccc(CNC(=O)c2ccccc2N(C)S(C)(=O)=O)cc1,nt,-1,0.0,7,-1.1,4,nt,-1
COc1ccc(N(Cc2cc3cc(OC)ccc3[nH]c2=O)S(=O)(=O)c2ccc(NC(C)=O)cc2)cc1,-9,1,0.6,12,1.8,-21,-9,1
CCOC(=O)N/N=C/c1cn(CCCOc2ccccc2)c2ccccc12,11,3,1.8,-1,nt,nt,9,nt
Cc1ccccc1N1CCN(C2CCCN(C(=O)CN3CCCC3=O)C2)CC1 (stereo unspecified),nt,7,-0.2,14,-2.9,-17,1,-6
Cc1cccc(-n2c(SCC(=O)N3CC(=O)Nc4ccccc43)nc3ccccc3c2=O)c1C,nt,nt,0.2,-3,-0.5,-49,nt,4
CCOC1=C2CN(S(=O)(=O)c3ccc(C)cc3)[C@H](c3ccccc3)C[C@@H]2N(S(=O)(=O)c2ccc(C)cc2)[C@H](c2ccccc2)C1,-14,nt,0.0,1,-2.7,-7,3,-10
O=C(CSCc1c(F)cccc1Cl)NCc1ccncc1,-6,-6,-0.1,-8,2.1,-14,-10,-3
Cc1noc(C)c1NC(=O)Nc1cccc2c1O[C@@H](CN(C)C(=O)Nc1cccc3ccccc13)[C@@H](C)CN([C@@H](C)CO)C2=O,0,9,-0.1,-2,-0.9,3,-9,-1
Cc1ccc2nc(NCCNC(=O)c3ccccc3)c(C#N)cc2c1,1,2,0.0,nt,-0.6,-18,1,-8
CO[C@H](CN(C)S(=O)(=O)c1cn(C)cn1)[C@@H](C)CN(C(=O)Nc1ccc(C(F)(F)F)cc1)[C@H](C)CO,-9,6,nt,nt,-3.4,nt,5,0
CCOC(=O)C1CCCN(C(=O)c2cccc(OC(F)(F)F)c2)CC1 (stereo unspecified),7,nt,0.1,7,1.6,-7,1,-5
O=C(O)c1sccc1S(=O)(=O)c1ccccc1,-2,-7,nt,23,nt,nt,-5,nt
O=C(Nc1ccccc1)N[C@H]1CC[C@@H](CCn2cc(-c3ccccc3F)nn2)O[C@@H]1CO,nt,nt,-0.6,-6,0.8,-13,nt,-5
Cc1ccc(OCC(=O)OC(C)CN(C)Cc2ccccc2)cc1 (stereo unspecified),-1,-7,0.3,4,nt,nt,-9,nt
CC(=O)N(C)C[C@H]1OCc2ccccc2-c2c(n(C)c3ccccc23)C(=O)N([C@@H](C)CO)C[C@@H]1C,0,-10,0.2,4,2.1,10,2,2
CCOC(=O)c1cccc(NC(=O)Nc2ccc3c(c2)C(=O)OC3)c1,nt,nt,0.1,8,-1.0,-15,4,nt
N#C[C@@H]1[C@H](c2ccc(C3=CCCC3)cc2)[C@@H](CO)N1C(=O)c1cccc(F)c1,3,1,-0.1,-2,-1.9,-18,-4,2
C[C@H]1CN([C@@H](C)CO)C(=O)c2cc(NC(=O)CCCN(C)C)ccc2O[C@@H]1CN(C)C(=O)NC1CCCCC1,1,-16,0.2,-4,1.4,-45,-10,-2
O=C1OCC(c2ccccc2)=C1c1ccccc1[N+](=O)[O-],nt,0,0.2,4,-0.8,-21,nt,-3
CCCNC(=O)N1C[C@H](O)COC[C@H]2O[C@H](CC(=O)N3CCCCC3)CC[C@@H]21,-6,8,0.0,10,-2.6,-10,0,1
CCOc1ccc(N=Nc2c(C)[nH]n(-c3ccccc3)c2=O)cc1,1,12,0.1,-3,-2.2,-10,-1,2
C[C@H](CO)N1C[C@H](C)[C@H](CN(C)C(=O)Nc2cccc3ccccc23)OCCCC[C@H](C)Oc2ccc(NC(=O)NC3CCCCC3)cc2C1=O,-6,-2,0.3,15,2.2,11,7,1
NC(=O)C1CCN(c2nc(-c3cccc(N)c3)cs2)CC1,81*,2,0.1,2,-5.0,nt,4,nt
COCC(=O)N1CC(=O)N2[C@H](CO)[C@@H](c3ccc(C#CC4CCCC4)cc3)[C@H]2C1,nt,nt,0.4,-3,-1.4,-10,nt,0

# Compound activity as filed in PubChem BioAssay.
